# Bioassay records as filed in PubChem BioAssay.
# RGS4 inh: blocks human RGS4-accelerated GTP hydrolysis | Transcreener GDP fluorescence polarization, RGS4-accelerated GTP hydrolysis | P49798 | hit rate 0.039% among 390,000 | Potency, µM (series often up to 114 µM), for the others: at the top dose activity change, negative = inhibition, most hits filed as inhibitors; further: potency means the concentration at half of the fitted maximal effect; on the % scale 0 is the no-effect control and ±100 the full control effect; nearly all actives have a fitted effect of over 75% in size; some results filed as inactive show a strong effect at the top dose
#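 MLSMR compounds (23 nl, pin-transferred) preincubated 10 min at room temperature with a 500nM (2x) first reagent, then RGS4 at 900nM (2x) plus Transcreener GDP mix added; fluorescence polarization (620/688 nm) read before and after 90 min at 30 °C.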
# Pol beta inh: blocks human DNA polymerase beta activity. AID 485314. Potency, µM (highest dose often 114 µM), for the others: at the top dose activity change, negative = inhibition, actives largely listed as inhibitors. Pol beta primer extension/strand displacement, fluorescence kinetic. P06746. hit rate 1.3% among 340,000; further: potency means the concentration at half of the fitted maximal effect; on the % scale 0 is the no-effect control and ±100 the full control effect
#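 Preincubation: enzyme (10 nM) with compound, 15 min, RT. Reaction: substrate added to 50 nM final. Reads: 0 and 10 min. Analysis: normalized, Hill fit.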
# ERG Ets-DNA blk: blocks human ERG Ets domain binding to DNA; Potency, µM (series often up to 76.9 µM), for inactives: at the top dose FP activity, negative = inhibition, most hits filed as inhibitors; hit rate 0.028% among 370,000; AID 624246; fluorescence polarization, His-ERG Ets domain / labelled DNA; active means well fitted inhibition curve with a large enough effect in the polarisation, with a control signal flat; inconclusive means small, poorly fitted or top-dose-only effect, or effect the other way, or a change in a side signal; inactive means no such curve, though single readings can be large or run the other way; the % refers to the polarisation;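 further: polarization taken with two DNA probes labelled with fluorescein and Texas red; potency means the concentration at half of the fitted maximal effect; % of control where 0% means no effect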
#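 His-tagged ERG Ets domain (1 uM in the protein solution; 300mM KCl, 50mM Tris-HCl, 1mM EDTA, 1mM DTT, pH 7.5) received compound, then a probe mix of 5 nM fluorescein-DNA and 100nM Texas-615-DNA. Fluorescence polarization was read for both dyes.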
# APE1 inh: APE1 (human) endonuclease inhibition; hit rate 0.35% among 350,000; Potency, µM (highest dose often 65.8 µM), for the others: at the highest dose activity change, negative = inhibition, hits mostly inhibitors; P27695; recombinant APE1, TAMRA/BHQ-2 abasic DNA cleavage fluorescence;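 further: potency means the concentration at half of the fitted maximal effect; plate controls were vehicle for no effect and reference inhibitor for full effect; nearly all actives have a fitted effect of over 55% in size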
# Target sequence (P27695 whole entry, looked up): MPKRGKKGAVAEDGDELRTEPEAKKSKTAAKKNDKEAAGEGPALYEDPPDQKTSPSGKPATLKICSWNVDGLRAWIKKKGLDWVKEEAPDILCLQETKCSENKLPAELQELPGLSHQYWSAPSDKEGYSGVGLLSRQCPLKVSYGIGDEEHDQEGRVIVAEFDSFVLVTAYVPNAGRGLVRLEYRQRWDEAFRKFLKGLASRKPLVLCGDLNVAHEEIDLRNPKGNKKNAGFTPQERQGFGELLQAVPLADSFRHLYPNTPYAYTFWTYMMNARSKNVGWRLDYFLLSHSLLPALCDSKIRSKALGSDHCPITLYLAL
#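 Kinetic fluorescence read (525 ex/598 em nm, three reads 60 s apart) of AP-site incision; signal = third minus first read. Enzyme 0.75 nM, dual-labelled THF duplex 50 nM, compound preincubation 15 min RT.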
# 12-LOX inh: blocks human arachidonate 12S-lipoxygenase; hit rate 1.1% among 580,000; purified 12hLO, xylenol orange hydroperoxide absorbance; Potency, µM (doses to about 108 µM), for inactives: top-dose activity change, negative = inhibition, actives largely listed as inhibitors; further: potency means the concentration at half of the fitted maximal effect; on the % scale 0 is the no-effect control and ±100 the full control effect
#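 Hydroperoxide product was detected by ferrous iron/xylenol orange as the 573 to 405 nm absorbance ratio. Arachidonic acid at 40 uM (final) was turned over for 30 min at room temperature by 150 nM human 12hLO, pH 7.0 Hepes buffer, after 15 min compound preincubation.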
# Pol kappa inh: blocks human DNA polymerase kappa activity; AID 588579; purified Pol kappa, fluorescent DNA synthesis assay, 10 min; Potency, µM (top dose mostly 107 µM), inactives show top-dose activity, negative = inhibition, usual class: inhibitors; Q9UBT6; hit rate 0.53% among 400,000; further: potency means the concentration at half of the fitted maximal effect; on the % scale 0 is the no-effect control and ±100 the full control effect
#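 Activity was followed as the change in fluorescence between reads at 0 and 10 min after starting the reaction with 50 nM substrate. Beforehand, 10 nM polymerase had been preincubated with compound for 15 min at room temperature.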
# POLH inh: blocks human DNA polymerase eta activity. Q9Y253. recombinant Pol eta, fluorescent DNA replication assay. Potency, µM (highest dose often 114 µM), for inactives: at the top dose activity change, negative = inhibition, hits mostly inhibitors. hit rate 1.2% among 390,000. AID 588591; further: potency means the concentration at half of the fitted maximal effect; on the % scale 0 is the no-effect control and ±100 the full control effect
# Target sequence (Q9Y253 whole entry, looked up): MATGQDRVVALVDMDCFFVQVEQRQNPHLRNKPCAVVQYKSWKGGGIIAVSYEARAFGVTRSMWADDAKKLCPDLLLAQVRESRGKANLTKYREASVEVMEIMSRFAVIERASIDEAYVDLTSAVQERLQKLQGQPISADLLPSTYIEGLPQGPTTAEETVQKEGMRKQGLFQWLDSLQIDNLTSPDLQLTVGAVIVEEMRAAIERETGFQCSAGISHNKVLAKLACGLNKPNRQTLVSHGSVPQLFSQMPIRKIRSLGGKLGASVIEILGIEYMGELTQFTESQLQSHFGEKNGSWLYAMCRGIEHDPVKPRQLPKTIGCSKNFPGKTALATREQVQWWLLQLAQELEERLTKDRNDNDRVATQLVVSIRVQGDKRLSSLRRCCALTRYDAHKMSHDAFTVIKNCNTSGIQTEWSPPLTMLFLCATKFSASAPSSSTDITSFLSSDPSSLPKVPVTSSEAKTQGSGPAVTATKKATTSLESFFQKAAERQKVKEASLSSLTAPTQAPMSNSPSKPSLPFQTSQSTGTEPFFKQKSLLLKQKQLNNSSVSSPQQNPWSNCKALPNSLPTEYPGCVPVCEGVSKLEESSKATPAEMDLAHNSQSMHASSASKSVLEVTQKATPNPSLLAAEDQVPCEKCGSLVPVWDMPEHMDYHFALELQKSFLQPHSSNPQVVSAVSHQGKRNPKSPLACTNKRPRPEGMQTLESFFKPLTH
#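 Pol eta (10 nM) was preincubated with compounds for 15 min at room temperature, after which fluorescent replication substrate (50 nM final) was added to start the reaction. Fluorescence was read kinetically at 0 and 10 min.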
# LDHA inh: LDHA (human) enzyme inhibition. P00338. purified LDHA, NADH/diaphorase-resazurin fluorescence; stronger effect = lower value. activity change, % (values are at about 110 or 230 µM). hit rate 0.15% among 480,000; in the data active means activity change below about -30%; inconclusive means mostly about -25% to -30%;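 further: plate controls were DMSO wells for no effect and wells without enzyme for full effect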
#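 Resorufin fluorescence (ex540/em590), read at 0 and 20 min after diaphorase/resazurin addition, reports the NADH left after a 5 min room-temperature reaction of 2 nM human LDH5 with 0.06 mM NADH and 0.2 mM pyruvate.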
# Apoferritin bind: candidate novel general anesthetic via apoferritin binding; apoferritin/1-aminoanthracene competitive binding, fluorescence; AID 485281; hit rate 0.074% among 350,000; Potency, µM (titrated, usually from 77.5 µM), for the others: top-dose activity change, negative = displacement, hits mostly inhibitors; P02791; further: potency means the concentration at half of the fitted maximal effect; on the % scale 0 is the no-effect control and ±100 the full control effect; nearly all actives have a fitted effect of over 20% in size
#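 Horse-spleen apoferritin (10 uM) in 50% saturated 1-aminoanthracene in PBS was incubated 10 min at room temperature with compound. Fluorescence (ex 380, em 535 nm) was normalized to free and bound 1-AMA, with concentration-response fitted by a four-parameter Hill equation.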
# * hit, by the source's call; ? = inconclusive; . = no result given; & = joins results of further samples; [ ] = remark or other dose. Unless noted, the call rests on the fitted dose curve; in most records, active means well fitted curve in the direction sought with a large enough effect; inconclusive means small, poorly fitted or top-dose-only effect, or another doubt; inactive means no such curve, though single readings can be large; an effect the other way counts as inactive or inconclusive. A portion of the library. The share of hits here may be higher or lower than overall.
Molecule | RGS4 inh | Pol beta inh | ERG Ets-DNA blk | APE1 inh | 12-LOX inh | Pol kappa inh | POLH inh | LDHA inh | Apoferritin bind
CC1(C)CC(=O)C(C(c2cccc([N+](=O)[O-])c2)C2C(=O)CC(C)(C)CC2=O)C(=O)C1 | -33% | 7% | 16% | 1% | 4% | -4% | -3% | -1 | 0%
COc1ccc(NC(=O)CSCC(=O)Nc2nnc(CC(C)C)s2)cc1 | 1% | . | 5% | 2% | ? | -12% | -15% | -7 | .
COC(=O)CCC(=O)Nc1ccc(NC(C)=O)cc1 | 1%[11.4 µM] | 14% | -7% | 3% | 44%[activator] | -1% | -18% | -4 | -12%
CCOc1ccc(-c2cc3nc(C4CCN(C(=O)OC(C)(C)C)CC4)c(C(=O)Nc4cc(OC)ccc4OC)cn3n2)cc1 | 0% | 2% | -2% | . | 1% | -16% | -17% | 8 | -13%
O=C(NCc1ccco1)C1CCC(CNS(=O)(=O)c2cccc3cccnc23)CC1 (centres undefined) | -22% | 19% | 13% | ? | 8% | 12% | 3% | 5 | -14%
CN(NC(=O)CN1C(=O)c2ccccc2C1=O)C1=NS(=O)(=O)c2ccccc21 | -5% | 0% | 6% | 0% | -9% | 5% | 7% | -11 | -1%
COc1ccccc1-c1nc(NCc2ccccc2)c2ccccc2n1 | . | . | . | -2% | ? | -13%[60.1 µM] | . | . | -24%
N#C/C(C(=O)N1CCOCC1)=C1\Nc2ccccc2S1 | 25% | 9% | 2% | 5% | -2% | -9% | -12% | -6 | -2%
COc1ccc(N(CC(=O)Nc2cccnc2)S(=O)(=O)c2ccccc2)cc1Cl | -12% | 12% | -8% | -16% | -23% | 2% | -22% | -3 | -14%
COc1ccc(CCNC(=O)c2noc3c2CCCC3)cc1OC | -12% | 4% | -7% | -1% | 0% | -2% | -10% | 4 | -9%
CN(C(=O)c1ccccc1C(=O)OCC(=O)NC(=O)NC(C)(C)C)C1CCCCC1 | -24% | 0% | 1% | 0% | 0% | -2% | -18% | -6 | -11%
C=CCC1NS(=O)(=O)OC2CCCC12 (centres undefined) | -5% | 2% | 13% | 40% | 2% | 1% | -10% | 0 | -9%
COc1cc(/C=C2\CCC(C)C3=C(c4cc(OC)c(OC)c(OC)c4)C(C#N)=C(N)OC32)cc(OC)c1OC (centres undefined) | -25% | . | . | . | -3% | -8% | -31% | 8 | .
Cc1ccc(C(=O)N2CCc3cc(CNC(=O)c4ccccc4F)ccc32)cc1 | -23% | 7% | -9% | . | -11% | -5%[60.1 µM] | 3% | -5 | 4%
C/C(N)=C(/C#N)C(=O)CSc1cc(C)c2ccccc2n1 | 1%[56.9 µM] | -1% | -4% | 3% | -2% | -4% | -11% | -10 | -12%
CCn1c(C)nc2cc(C(=O)N/N=C/c3ccc(OC)cc3)ccc21 | -22% | 1% | 30% | -5% | 2% | -6% | -6% | 2 | -2%
O=C(Nc1nc(-c2ccc3c(c2)Cc2ccccc2-3)cs1)c1ccccc1 | -9% | 49% | 3% | -3% | ? | -8% | 1% | -7 | -12%
Cc1nn(C(C)C(=O)N2CCOCC2)c(C)c1[N+](=O)[O-] (centres undefined) | -28% | 2% | 7% | 1% | 0% | 6% | -23% | -2 | 0%
COc1ccc(NC(=O)CCC(=O)Nc2nnc(C(C)C)s2)cc1Cl | 13%[56.9 µM] | 2% | -9% | -3% | 35%[activator] | -19% | -5% | -7 | 6%
COc1ccccc1/C=N/NC(=S)Nc1cccnc1 | -25% | -15% | -7% | -2% | -15% | 4% | -18% | -2 | 1%
COc1ccc(NC(=O)CC(C)CC(=O)NCc2ccc(F)cc2)c(OC)c1 (centres undefined) | -29% | 2% | 0% | 1% | 0% | 6% | -12% | 0 | -1%
c1ccc(CSc2nncn2-c2ccccn2)cc1 | -22% | -4% | -2% | -3% | 0% | -13% | -12% | -11 | -12%
COc1ccc2[nH]c(=O)c(CN(C(C)=O)C3CCCCC3)cc2c1 | 7% | 7% | . | -2% | -2%[57.4 µM] | -7% | -7% | 4 | -7%
CCCCC1=CC2=C(c3ccco3)C(=O)C(C)(OC(=O)c3ccc(OC)cc3)C(=O)C2=CN1c1ccc(OC)cc1 (centres undefined) | -16% | 14% | 7% | -4%[12.4 µM] | -29% | -11% | -6% | 3 | -5%
CN(C)c1ccccc1-c1csc(N2CCC(C(N)=O)CC2)n1 | -9% | . | . | 27%&0% | -29% | -7% | -10% | 0 | .
CC(=O)NC(c1ccc(C)cc1)c1cc(Cl)c2cccnc2c1O (centres undefined) | 12% | ? | -8% | 0% | ? | -8% | -10% | -8 | -18%
COc1ccc(CC(=O)NCC(c2ccc(Cl)cc2)N2CCOCC2)cc1 (centres undefined) | -12% | -1% | -7% | . | 6% | -5% | -22% | -4 | 0%
O=C(NCCS(=O)(=O)N1CCN(c2ccccc2F)CC1)c1ccccc1C(F)(F)F | 19% | 0% | 2% | . | -14%&-7% | -11%[60.1 µM] | -11% | -3&-3 | 0%
COCCCNc1oc(-c2ccccc2F)nc1C#N | ? | 16% | -7% | -6% | 164%[activator] | -9% | -25% | -2 | -5%
O=C(NCc1ccco1)C1CCN(C(=O)N2CCOc3ccc(Cl)cc32)CC1 | 9% | 5% | -2% | . | 5% | ? | -10% | 0 | ?

# Later entries:
# Second line of a record – RGS4 inh, Pol beta inh, ERG Ets-DNA blk, APE1 inh, 12-LOX inh, Pol kappa inh, POLH inh, LDHA inh, Apoferritin bind
> Cc1cccc(NC(=O)Cn2c(=O)oc3ccccc32)n1
  -14%, 0%, -2%, 8%, -24%, 3%, -10%, 0, -7%
> Cc1cccc(N2CN(Cc3cccnc3)CNC2=S)c1
  29%, -19%, -10%, 8%, 7%, -13%, -2%, -3, -1%
> O=C(/C=C/c1cccc(C(F)(F)F)c1)OCC(=O)N1CCN(c2ccccc2)CC1
  -8%, ., -9%, -5%, -7%, -16%, -27%, -3, .
> O=C(COC(=O)/C=C/c1cccs1)Nc1cccc(S(=O)(=O)N2CCCC2)c1
  -20%, ?, 7%, 0%, -2%, -7%, -19%, 1, ?
> CCN(Cc1ccccc1)C(=O)Cc1ccc(OC)c(S(=O)(=O)N2CCOCC2)c1
  -11%, ., -4%, 43%, 14%, -5%, -13%, -1, .
> COc1ccc(N2CCN(C(=O)CN(C)S(=O)(=O)c3cc(C)ccc3OC)CC2)cc1
  -28%, 0%, 10%, ?, ?, 3%, -12%, 8, -15%
> c1ccc(CCCN2CCN(c3ccccn3)CC2)cc1
  15%, ?, 8%, -3%, 4.5µM*, -10%, -7%, -19, 2%
> N#C/C(=C/c1ccc(-c2ccccc2[N+](=O)[O-])o1)C(N)=O
  3%, ?, 11%, -1%, -13%, -13%, 3%, 7, -10%
> OCC[C@@H]1C[C@@H](O)[C@H](O)[C@@]2(Cc3ccccc3CO2)O1
  7%, -7%, -2%, 23%, 6%, 0%, -6%, -2, -8%
> COc1ccc(/C=N/NC(=O)CSc2nnc(C)n2-c2ccccc2)c(OC)c1OC
  23%, 1%, 2%, 2%, 52%[activator], 3%, -7%, -1, -12%
> CCc1oc2ccccc2c1C(=O)CCN1CCCCC1
  ?, 5%, -3%, 1%, ?, -11%, -10%, 8, -11%
> COC(=O)c1cc(C)[nH]c2c(C)cc3nc4ccccc4c3c12
  18%, 11%, -4%, -6%, -52%, -23%, -14%, -2, -2%
> CC(/C=N/Nc1nnc(C)c(=O)[nH]1)=C\c1ccccc1
  7%, -1%, ., 0%, 32%[activator], -4%, 5%, -3, -8%
> COc1ccccc1C=CC(=O)C=Cc1ccccc1OC
  -48%, ., -4%, ., -21%, -17%, ?, -1, .
> CCOc1ccc(NC(=O)CN(C)C(=O)c2sccc2-c2ccccc2)cc1OCC
  -31%, ., 3%, 7%, 19%, -7%, -5%, 1, .
> CCOC(=O)C1CCN(C(=O)c2ccc(NS(=O)(=O)c3ccc4[nH]c(=O)[nH]c4c3)cc2)CC1
  23%, ., -4%, ., -4%, -15%, -5%, -7, .
> Cc1ccc(-c2nc(C#N)c(NCCCn3ccnc3)o2)cc1
  12%, 33%[activator], 2%, 20%, 60%&43%[activator], -16%, -3%, 10&-4, -5%

# Reprinted at random: four compounds from above
# Second line of a record – RGS4 inh, Pol beta inh, ERG Ets-DNA blk, APE1 inh, 12-LOX inh, Pol kappa inh, POLH inh, LDHA inh, Apoferritin bind
> O=C(COC(=O)/C=C/c1cccs1)Nc1cccc(S(=O)(=O)N2CCCC2)c1
  -20%, ?, 7%, 0%, -2%, -7%, -19%, 1, ?
> Cc1cccc(NC(=O)Cn2c(=O)oc3ccccc32)n1
  -14%, 0%, -2%, 8%, -24%, 3%, -10%, 0, -7%
> Cc1cccc(N2CN(Cc3cccnc3)CNC2=S)c1
  29%, -19%, -10%, 8%, 7%, -13%, -2%, -3, -1%
> CCOc1ccc(NC(=O)CN(C)C(=O)c2sccc2-c2ccccc2)cc1OCC
  -31%, ., 3%, 7%, 19%, -7%, -5%, 1, .
